From PubChem BioAssay
MRP-1 activ – H69AR viability gain despite doxorubicin, primary screen, MRP-1 activator project, H69AR cells, CellTiter-Glo | viability rescue | viability increase, % at 10 µM | 140,000 tested, 0.61% active;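 active = viability gain under doxorubicin at or above a set limit, the compound median plus 3 SD, cut at about 4.7% in these data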;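 also: MRP-1 overexpressing cells given doxorubicin 25 µM after compound pretreatment; 18-22 h compound pretreatment then 72 h with doxorubicin before readout; 0% = doxorubicin-only wells and 100% = vehicle-treated cells without doxorubicin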
E-sel TNF inh – E-selectin induction blockers in HUVEC – imaging, immunofluorescence, high content, primary screen; inhibition, % at 2 µM; AID 1246, 2008; HUVEC TNFa-induced E-selectin immunofluorescence; 120,000 tested, 0.71% active;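 active = inhibition above the batch mean plus 3 SD, and confirmed as a hit on visual image review, cut at about 43% in these data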;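 also: 0% = TNF-stimulated DMSO wells and 100% = unstimulated control wells; not every result past the cut was called active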
NPY-Y2 antag – NPY-Y2 receptor antagonists, primary screen, cell-based; Neuropeptide Y receptor type 2 (Homo sapiens), P49146; NPY-Y2 expressing cells, antagonist mode; inhibition, % at 2.7 µM; 140,000 tested, 0.99% active; in the data active = inhibition above about 17%;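 also: 0% = vehicle with agonist challenge and 100% = reference antagonist with challenge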
Target sequence (P49146 whole entry, looked up): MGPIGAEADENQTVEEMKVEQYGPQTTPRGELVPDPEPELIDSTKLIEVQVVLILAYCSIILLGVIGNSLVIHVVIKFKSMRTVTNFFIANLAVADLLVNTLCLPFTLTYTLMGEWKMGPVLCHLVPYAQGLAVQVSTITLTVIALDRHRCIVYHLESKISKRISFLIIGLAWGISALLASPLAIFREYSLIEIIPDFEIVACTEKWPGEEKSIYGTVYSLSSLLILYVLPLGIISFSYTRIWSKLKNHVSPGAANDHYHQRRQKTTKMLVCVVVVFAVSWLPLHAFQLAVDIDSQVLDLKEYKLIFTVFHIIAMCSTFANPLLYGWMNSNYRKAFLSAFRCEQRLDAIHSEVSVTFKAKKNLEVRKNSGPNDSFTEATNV
GALR2 blocker – GALR2 antagonists in receptor-expressing cells, primary screen; Galanin receptor type 2 (Homo sapiens), O43603; antagonist mode; inhibition, % at 4 µM; 140,000 tested, 0.39% active; in the data active = inhibition above about 27%;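 also: cells stimulated with galanin 1-16 at roughly its EC80; 0% = agonist challenge control and 100% = basal control without agonist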
Target sequence (O43603 whole entry, looked up): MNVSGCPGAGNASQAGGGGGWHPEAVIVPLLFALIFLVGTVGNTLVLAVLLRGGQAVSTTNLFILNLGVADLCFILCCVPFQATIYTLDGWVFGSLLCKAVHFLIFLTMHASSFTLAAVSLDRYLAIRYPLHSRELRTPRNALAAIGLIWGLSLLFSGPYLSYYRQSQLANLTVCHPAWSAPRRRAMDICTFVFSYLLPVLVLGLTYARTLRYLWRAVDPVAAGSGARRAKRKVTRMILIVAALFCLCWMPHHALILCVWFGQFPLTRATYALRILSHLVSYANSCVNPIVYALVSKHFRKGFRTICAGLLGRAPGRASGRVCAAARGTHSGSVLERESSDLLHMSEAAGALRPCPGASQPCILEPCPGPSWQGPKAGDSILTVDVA
BB579 growth dn – growth inhibitors of yeast BB579 in restrictive medium, primary screen, yeast lifespan-shortening project, S. cerevisiae; OD615, 48 h; inhibition, % at 10 µM; 140,000 tested, 0.51% active;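 active = inhibition above a set limit, 3 SD over the mean compound inhibition, cut at about 44% in these data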; also: inactives centre near -24
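test system = yeast BB579 (DeaD) | buffer or medium = restrictive CSMM-D medium | doses = single compound dose of 10 µM, 0.25% DMSO final | times = 4 h preincubation and 48 h exposure at 30 °C | technique = culture absorbance at 615 nm | benchmarks = amphotericin B 10 µg/mL, positive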
Phagocyt inh – inhibitors of macrophage phagocytosis, primary screen, imaging, J774A.1 cells, IgG beads. J774A.1 macrophage IgG-bead phagocytosis. inhibition, % at 5 µM. 110,000 tested, 0.07% active. AID 1029, 2008;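 active = inhibition above the mean of the plate negative controls plus 5 SD, cut at about 13% in these data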;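 also: phagocytic index as fraction of beads internalized from green versus red external bead signal; plate controls were DMSO negative control for no effect and cytochalasin-D positive control for full effect; some results beyond the cut were filed as inactive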
Measles CPE – compounds protecting cells from measles virus cytopathic effect, primary screen, measles RdRp inhibitor project, single point, MLSMR library, absorbance. Measles virus-infected cells, CPE protection. protection (pct of control), % at 4 µM. 140,000 tested, 1.5% active. AID 841, 2007; in the data active = protection mostly above about 24%, no sharp cut-off; inactive = mostly below about 26%; also: some compounds called inactive have numbers as strong as hits
HCT116 bCat-KO – primary screen for growth suppressors in beta-catenin knockout HCT116 cells (colon tumor, human). HCT116 beta-catenin knockout viability, CellTiter-Glo, 60 h; hits give low values. viability, % at 10 µM. 140,000 tested, 1.5% active. AID 818, 2007;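 active = viability at or under a set limit, the compound median less 4 SD, cut at about 6% in these data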;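 also: 0% = Hyamine 1622 control at 20 µM and 100% = untreated cell control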
HCT116 PTEN-null – growth suppression of PTEN-null HCT116, primary screen, cell-based, CellTiter-Glo; HCT116 PTEN-null viability, 60 h; hits give low values; viability, % at 10 µM; 140,000 tested, 1.2% active; AID 827, 2007;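 active = viability at or below a set limit, 4 SD under the median of all tested compounds, cut at about 3.7% in these data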;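 also: PTEN knockout HCT116 line with beta catenin targeted HCT116 as companion control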
Yeast lifespan up – compounds extending yeast replicative lifespan, primary screen, S. cerevisiae, OD615. AID 775, 2007. 130,000 tested, 0.68% active. S. cerevisiae growth with nicotinamide; deaD strain in restrictive glucose medium. inhibition of the nicotinamide effect, % at 10 µM;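 active = inhibition above a set limit, placed 3 SD over the median of all compounds, cut at about 26% in these data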;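 also: 0% = nicotinamide-treated wells and 100% = cells grown without nicotinamide; some compounds called inactive have numbers as strong as hits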
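System: Modified budding yeast, DeaD strain | Buffer or medium: Restrictive glucose medium | Also added: 1.5 mM nicotinamide | Doses: 10 µM single point, 0.25% DMSO | Schedule: 48 h compound exposure at 30 °C, humidified | Detection: Absorbance at 615 nm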
* marks the source's active call; other numbers are inactive results; x = not tested or not shown.

SMILES	MRP-1 activ	E-sel TNF inh	NPY-Y2 antag	GALR2 blocker	BB579 growth dn	Phagocyt inh	Measles CPE	HCT116 bCat-KO	HCT116 PTEN-null	Yeast lifespan up
Cc1ccc(N=C(c2cccs2)N2CCOCC2)cc1	-0.6	x	2	5	-27	-3	8	103	102	-9
CC(=O)c1cccc(NC(=O)N[C@@H](CC(C)C)C(=O)O)c1	0.2	25	3	5	-34	0	4	97	105	1
CCN1CCN(/C=N/c2nc(C)cs2)CC1	-0.2	x	1	0	-11	0	7	103	108	-14
CCOC(=O)c1sc(=S)n2c1[nH]c(=O)c1ccc(C(=O)OC)cc12	-2.2	6	-4	-10	-40	1	2	84	85	-2
CN1CCN(c2ccc([N+](=O)[O-])cc2NC(=O)c2ccccc2)CC1	-3.6	-30	3	6	-21	0	2	75	75	-14
COc1ccc(OCC(=O)Nc2ccccc2OC(F)F)cc1	-1.4	-2	4	2	-54	4	31	93	90	-13
CC1(C)CC(=O)C=C(NCc2cccs2)C1	-0.3	x	2	0	-69	0	13	96	100	10
CCCOC(=O)c1ccc(-n2nnnc2SCC(=O)N2CCCCC2)cc1	-0.2	x	3	17	-35	0	34	81	93	-6
COCCn1c(SCC(=O)c2[nH]c(C)c(C(C)=O)c2C)nc2ccccc21	-3.4	11	4	5	-21	-2	5	67	74	-5
CC(C)CCn1c(N2CCC(C(N)=O)CC2)nc2c1c(=O)[nH]c(=O)n2C	0.1	x	0	6	-54	0	11	90	91	0
Cc1cccc2nc(CSC(=N)N)c(Br)n12	2.0	x	4	5	-31	-5	12	60	69	8
CCNCCNC(=O)c1c(O)c2cccc3c2n(c1=O)CCC3	-1.5	-47	5	2	-53	0	14	61	61	70*
Cc1cc(C(=O)OCC(=O)N2CCN(C(=O)c3ccco3)CC2)c(C)n1-c1ccc(F)cc1	-3.1	10	9	4	-45	-1	8	91	99	-2
O=C(Cn1nc(-c2ccccc2)c2ccccc2c1=O)Nc1ccccn1	-1.4	-3	5	-4	-2	2	15	102	80	-3
Cc1cc(C)nc(N2CCCC(C(=O)Nc3ccc4c(c3)OCO4)C2)n1 (stereo not given)	-3.0	-19	3	1	-21	2	29	86	92	1
CCCCOC(=O)c1ccc(Nc2ccc([N+](=O)[O-])cn2)cc1	-2.7	x	-2	-6	2	-1	14	97	91	1
CCN(CC)S(=O)(=O)c1c(Br)cc(C)cc1Br	-2.7	16	11	-4	-27	-2	2	83	80	1
CCOC(=O)N1CCC(NC(=O)C2CCN(c3ccc(N4CCOCC4)nn3)CC2)CC1	-0.7	16	-2	8	-40	-1	48*	98	107	-24
O=C(O)CCc1ccc(-c2ccc(F)cc2)n1Cc1ccco1	-3.6	5	0	1	-30	-1	1	95	110	7
COc1ccc(CC(=O)OCC(=O)Nc2ccc3c(c2)OCCO3)cc1OC	-0.5	x	4	-9	15	-4	15	99	114	-1
Cn1c(-c2ccc(Cl)cc2)cnc1NCc1cc2c(cc1[N+](=O)[O-])OCO2	-1.2	1	0	3	-21	-6	7	72	71	-1
Cc1nc(C(=O)Nc2ccccc2Cl)cc2c1[nH]c1ccccc12	-5.3	0	0	-4	-13	-3	3	14	6	-9
CCS(=O)(=O)Nc1ccc(NC(C)=O)cc1	0.7	0	3	-12	-26	2	5	104	99	10
CCN(CC)C(=O)CSc1nc2ccccc2c(=O)n1-c1cccc(OC)c1	-0.7	9	5	1	-67	-1	14	90	97	-11

The final 6 records of the section before open the next one:
SMILES	MRP-1 activ	E-sel TNF inh	NPY-Y2 antag	GALR2 blocker	BB579 growth dn	Phagocyt inh	Measles CPE	HCT116 bCat-KO	HCT116 PTEN-null	Yeast lifespan up
O=C(O)CCc1ccc(-c2ccc(F)cc2)n1Cc1ccco1	-3.6	5	0	1	-30	-1	1	95	110	7
COc1ccc(CC(=O)OCC(=O)Nc2ccc3c(c2)OCCO3)cc1OC	-0.5	x	4	-9	15	-4	15	99	114	-1
Cn1c(-c2ccc(Cl)cc2)cnc1NCc1cc2c(cc1[N+](=O)[O-])OCO2	-1.2	1	0	3	-21	-6	7	72	71	-1
Cc1nc(C(=O)Nc2ccccc2Cl)cc2c1[nH]c1ccccc12	-5.3	0	0	-4	-13	-3	3	14	6	-9
CCS(=O)(=O)Nc1ccc(NC(C)=O)cc1	0.7	0	3	-12	-26	2	5	104	99	10
CCN(CC)C(=O)CSc1nc2ccccc2c(=O)n1-c1cccc(OC)c1	-0.7	9	5	1	-67	-1	14	90	97	-11
O=C(NCc1ccco1)c1cc2n(n1)C(C(F)(F)F)CC(c1ccc(Cl)c(Cl)c1)N2 (stereo not given)	-0.1	-19	1	-3	-34	0	4	93	83	1
Cc1ccc2nc3c(cc2c1)c(NS(=O)(=O)c1ccccc1)nn3CC(C)C	-1.5	x	2	5	-71	0	9	99	104	4
Cc1nccn1CCC(=O)O	-2.3	-20	1	11	-16	-1	8	93	100	-5
Cc1cc(C)nc(N/N=C/c2ccccc2OCc2ccc(Br)cc2)n1	-1.6	x	5	14	-32	x	7	45	45	4
O=C1CS/C(=C/C(=O)c2ccccc2)N1	0.5	x	0	2	-42	-1	15	84	95	12
Cc1cc(NC(=O)CSc2nc(-c3ccccc3)c(C#N)c(=O)[nH]2)no1	9.1*	3	7	-2	3	0	2	91	93	-9
Cc1[nH]c(C)c2c(=O)n(-c3ccccc3)ncc12	0.0	-9	0	-9	7	0	1	95	89	-12
CCOC(=O)C(C)(C)Sc1nc2c(cnn2-c2ccc(C)cc2)c(=O)[nH]1	-2.3	5	2	-6	-17	x	6	97	102	x
CCOC(=O)c1c(N)n[nH]c1-c1ccccc1	-1.2	-12	1	-8	-21	x	16	93	90	-1
CCc1nnc(NC(=O)c2ccc(S(=O)(=O)N3CCOCC3)cc2)s1	1.6	12	-1	-11	-43	-1	14	100	98	-8
CCCNC(=O)NS(=O)(=O)c1cnccc1Sc1ccc(Cl)c(Cl)c1	-0.4	7	14	11	-12	x	6	87	106	-8
CC(C)(C)NC(=O)c1ccc2c(c1)C(=O)N(C1CCCCC1)C2=O	-0.6	2	3	2	-28	-1	7	95	96	-19
COc1nccnc1NS(=O)(=O)c1ccc(N=Cc2c(C)[nH]n(-c3ccccc3)c2=O)cc1	-0.4	x	0	8	-43	-4	16	80	87	2
Oc1[nH]c2ccccc2c1N=Nc1ccc(F)cc1	-3.3	x	3	7	-42	-4	8	81	79	-8
CCOC(=O)c1cnn2cc(-c3[nH]ncc3[N+](=O)[O-])cnc12	-0.5	x	1	7	-21	-1	33*	94	86	1
CN(C)c1ccc(NC(=O)Nc2cccc(Cl)c2)cc1	-1.2	-4	0	-3	-62	-2	29	70	60	-15
CC1(c2ccccc2)NC(=O)N(Cc2ccc([N+](=O)[O-])cc2)C1=O (stereo not given)	0.1	x	2	-19	-25	-12	53*	81	79	-2
COc1ccc(C(=O)N[C@H](C(=O)NCC2CCCCC2)C(C)C)cc1	-0.3	-7	1	-3	-38	0	20	91	92	5
O=C(Cc1coc2cc3c(cc12)CCC3)NCC1(N2CCCCC2)CCCCC1	-4.5	x	1	-9	-7	-4	6	75	80	-1
CCC1CCCCN1C(=O)CSc1nnc(-c2ccco2)o1 (stereo not given)	-2.5	-23	0	1	-20	x	15	94	98	-5
CCn1cc(C(=O)N2CCN(Cc3ccc4c(c3)OCO4)CC2)c(=O)c2ccc(C)nc21	0.6	8	-1	14	-38	-2	13	87	101	1
O=C(CC12CCC(CC1)C2)NCc1ccc2c(c1)OCO2	-2.4	5	0	-1	-31	x	2	95	93	x
COC(=O)C1=C(C)NC2=C(C1c1ccc(O)cc1)S(=O)(=O)c1ccccc12 (stereo not given)	-2.6	-14	-3	-8	-22	0	3	99	97	-20
Cc1cc(Nc2ccc(F)cc2)n2nc(C)nc2n1	-0.5	-6	-2	-5	-33	0	6	95	110	-5
O=C(CSc1nnnn1-c1cccc2ccccc12)N1CCOCC1	-3.2	-36	1	6	-42	-1	36*	82	82	-13
Cc1cc2oc(=O)cc(CN3CCCCC3)c2cc1C(C)C	-1.2	-25	6	8	-92	x	16	63	78	3
COc1ccc(CNC(=O)c2cccc3c2C(=O)N(Cc2cccnc2)C3)cc1	1.0	-28	-1	2	-25	-3	24	101	104	-1
COC(=O)c1cc2c(-c3ccccc3)cc3ccccn3c-2c1C(=O)OC	-1.5	17	8	-5	-35	0	79*	81	70	-16
CC(=O)c1ccc(NC(=O)CN2C(=O)/C(=C/C=C/c3ccccc3)SC2=S)cc1	0.7	-16	-2	1	-36	-4	20	94	95	2
CC(/C=C/c1ccc2c(c1)OCO2)=N/NC(=O)COc1ccc(C)cc1	-1.6	x	13	-10	-24	-15	12	80	83	-1
COc1cc(C(=O)CSc2nncn2C)cc(OC)c1OC	-0.3	-9	-2	-12	-37	-1	13	92	106	-6
Cc1ccsc1/C=N\NC(=O)Cn1nnc2ccccc21	-2.8	x	0	11	-23	x	2	64	58	-4
COC(=O)c1c(NC(=O)c2nc3nc(C)cc(C(F)F)n3n2)sc2c1CCC2	-2.9	x	2	21	-13	-1	12	88	80	-11
